Screening results: PubChem BioAssay, National Center for Advancing Translational Sciences (NCATS)
Mito fusion yeast: mitochondrial division inhibition or fusion activation | S. cerevisiae fusion-defective mutant growth rescue, CellTiterGlo 48 h | Potency, µM (series often up to 46.1 µM), without a hit: at the top dose growth rescue (activation), hits mostly activators | AID 485298 | 320,000 tested, 0.23% active;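 note: potency is the fitted concentration of half-maximal effect; % of control where 0% means no effect; nearly all actives have a fitted effect of over 45% in size; temperature-sensitive fusion mutants such as fzo1-1 at 37 °C on non-fermentable ethanol glycerol medium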
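Read-out: ATP-based luminescence (CellTiterGlo, 10 min ambient) reporting growth of fusion-defective ts yeast after 48 hours at 37C on glycerol/ethanol YPEG medium in the presence of compound.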
CXXC DNA block: blocks binding of human MLL CXXC domain to DNA; MLL-CXXC / FITC-HOXA9 DNA fluorescence polarization; Potency, µM (doses to about 115 µM), inactives show at the highest dose activity change, negative = inhibition, hits mostly inhibitors; 290,000 tested, 0.037% active; AID 2662; active = well fitted inhibition curve with a large enough effect in the polarisation, with a control signal flat, not every such curve was filed as active; inconclusive = small, poorly fitted or top-dose-only effect, or effect the other way, or a change in a side signal; inactive = no such curve, though single readings can be large or run the other way; the % refers to the polarisation; note: potency is the fitted concentration of half-maximal effect
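Steps: dispense CXXC domain solution (7 uM) → pin compounds or unlabeled HOX-A9 DNA control → 5 min ambient → add FLSN-HOX-A9 solution (50 nM) → spin → 30 min ambient → fluorescence polarization. Tris pH 7.5/NaCl/DTT/BSA buffer.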
TSG101-PTAP inh: blocks PTAP/TSG101 interaction to inhibit HIV-1 budding. Q99816. Fluorescence polarization, FITC-PTAP peptide / Tsg101 binding. Potency, µM (top dose mostly 115 µM), for inactives: at the highest dose activity change, negative = inhibition, usual class: inhibitors. 340,000 tested, under 10 active; active = well fitted inhibition curve with a large enough effect in the main read-out, with a control signal flat, not every such curve was filed as active; inconclusive = small, poorly fitted or top-dose-only effect, or effect the other way, or a change in a side signal; inactive = no such curve, though single readings can be large or run the other way; note: potency is the fitted concentration of half-maximal effect; % of control where 0% means no effect
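Compounds were pin-transferred onto Tsg101 binding domain (10 uM final) in HEPES pH 7.5 buffer, then FITC-PTAP peptide was added at 50 nM final. After 20 min at RT, polarization reported peptide displacement across a qHTS concentration series.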
AT treatment: potential ataxia-telangiectasia treatment; […] A-T fibroblasts, KAP-1 phosphorylation AlphaLISA; neocarzinostatin DNA damage 30 min before lysis; Potency, µM (highest dose often 57.5 µM), without a hit: at the highest dose activation, hits mostly activators; 320,000 tested, 0.19% active; AID 485349; note: potency is the fitted concentration of half-maximal effect; % of control where 0% means no effect; nearly all actives have a fitted effect of over 45% in size
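hTERT-immortalized A-T patient fibroblasts ([…]), 500 cells/well in OPTI-MEM, 1% FBS, got compounds for 60 min, then NCS for 30 min at 37C. Lysates were then assayed for phospho-KAP-1 by AlphaLISA (anti-pKAP1 donor, anti-KAP1 acceptor beads), 6 hr at 25C.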
TCR activator: T cell receptor activation; primary human leukocytes, anti-CD3, IL-2 HTRF, 48 h; Potency, µM (top dose mostly 9.22 µM), for the others: at the top dose activation of IL-2 secretion, usual class: activators; 330,000 tested, under 10 active; AID 504894; note: % of control where 0% means no effect
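Activity was scored as IL-2 release from primary human leukocytes given only a TCR signal (a-CD3 beads) plus compound for 48 hr. Detection used a two-antibody HTRF format read at 665nm.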
ASM inhibitor: inhibitors of human secretory acid sphingomyelinase; P17405; placental ASM, HMU-PC fluorogenic substrate, 60 min; Potency, µM (series often up to 57.5 µM), for inactives: top-dose activity change, negative = inhibition, usual class: inhibitors; 340,000 tested, 0.006% active; note: potency is the fitted concentration of half-maximal effect
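Human placenta-derived ASM preincubated with compound 10 min at room temperature, then reacted with 9 uM (final) fluorogenic HMU-PC substrate for 60 min at 37 C. Stop solution raises pH to 10; fluorescence read at Ex 386/Em 447 nm.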
Integrin act MD: integrin-mediated muscular dystrophy alleviation activation | alpha7betagal myoblasts, beta-gal FDG fluorescence, 48 h | Potency, µM (series often up to 38.3 µM), for inactives: at the highest dose activation, most hits filed as activators | 350,000 tested, 0.064% active;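 note: potency is the fitted concentration of half-maximal effect; 100% = response of the positive control SU9516; nearly all actives have a fitted effect of over 60% in size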
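alpha7betagal+/- myoblasts (passage 13, 250/well) treated 48 h at 37C with compounds at 1:260 dilution of DMSO stock. Lysed, then beta-galactosidase activity read as FDG fluorescence (ex 480/em 540) after 30 min, with pre-read for autofluorescence.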
TSHR antag: blocks TSH signaling through the human TSH receptor. 330,000 tested, 0.2% active. activity change, negative = inhibition, % at 11.5 µM. P16473. TSHR-expressing cells, TSH-stimulated cAMP HTRF, 2 h; hits give low values;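 active = activity change below a set negative limit, meaning inhibition stronger than a set level, cut at about -70% in these data; inconclusive = activity change between two set negative limits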; note: % is set by controls: 0 for no effect and ±100 for the full control effect
Target sequence (P16473 whole entry, looked up): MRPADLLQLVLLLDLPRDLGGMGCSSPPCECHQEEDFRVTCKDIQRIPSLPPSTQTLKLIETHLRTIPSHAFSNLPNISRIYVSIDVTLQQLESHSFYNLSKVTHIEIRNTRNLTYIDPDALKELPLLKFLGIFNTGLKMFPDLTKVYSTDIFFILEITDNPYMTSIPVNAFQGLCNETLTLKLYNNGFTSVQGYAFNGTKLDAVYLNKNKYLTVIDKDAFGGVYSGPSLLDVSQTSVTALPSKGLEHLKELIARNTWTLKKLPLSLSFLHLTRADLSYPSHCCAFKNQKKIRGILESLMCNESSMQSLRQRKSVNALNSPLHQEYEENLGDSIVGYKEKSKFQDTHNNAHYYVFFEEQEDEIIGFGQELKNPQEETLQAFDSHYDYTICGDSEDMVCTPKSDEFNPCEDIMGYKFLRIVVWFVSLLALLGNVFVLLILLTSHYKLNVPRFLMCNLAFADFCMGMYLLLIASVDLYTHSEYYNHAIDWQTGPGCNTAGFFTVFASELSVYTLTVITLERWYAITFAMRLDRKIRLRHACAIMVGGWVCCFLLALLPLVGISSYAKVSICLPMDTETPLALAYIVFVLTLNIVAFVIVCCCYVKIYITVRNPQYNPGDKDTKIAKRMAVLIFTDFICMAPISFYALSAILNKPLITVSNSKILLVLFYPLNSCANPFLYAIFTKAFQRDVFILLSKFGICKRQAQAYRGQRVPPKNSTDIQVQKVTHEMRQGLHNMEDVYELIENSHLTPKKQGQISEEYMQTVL
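TSHR-expressing cells were treated with compounds, then stimulated with TSH at EC80 (4nM final) for 2 hours at 37 deg C. Cellular cAMP was measured by HTRF competition between lysate cAMP and cAMP-d2 for a cryptate-labelled anti-cAMP antibody.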
Menin MLL FP TR: displaces Texas Red mutant MLL peptide from human menin | Menin + Texas Red MLL mutant peptide, fluorescence polarization | Potency, µM (titrated, usually from 61.6 µM), for the others: at the top dose FP activity change, negative = inhibition, actives largely listed as inhibitors | 270,000 tested, 0.23% active | AID 1768; active = well fitted inhibition curve with a large enough effect in the polarisation, with a control signal flat, not every such curve was filed as active; inconclusive = small, poorly fitted or top-dose-only effect, or effect the other way, or a change in a side signal; inactive = no such curve, though single readings can be large or run the other way; the % refers to the polarisation; note: potency is the fitted concentration of half-maximal effect; % of control where 0% means no effect; many of its hits are not listed in these tables
MBNL1-CUG inh: MBNL1-poly(CUG) RNA binding inhibition | 280,000 tested, 0.036% active | TR-FRET MBNL1-His/biotin-(CUG)12 binding, 665/545 ratio | Potency, µM (titrated, usually from 57.5 µM), for inactives: at the top dose activity change, negative = inhibition, most hits filed as inhibitors | Q9NR56; active = well fitted inhibition curve with a large enough effect in the signal ratio, with a control signal flat, not every such curve was filed as active; inconclusive = small, poorly fitted or top-dose-only effect, or effect the other way, or a change in a side signal; inactive = no such curve, though single readings can be large or run the other way; the % refers to the signal ratio; note: potency is the fitted concentration of half-maximal effect; % is set by controls: 0 for no effect and ±100 for the full control effect
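TR-FRET readout: Ex 340 nm, 665/545 nm emission ratio, normalized to buffer-only (basal) and MBNL1-(CUG)12 controls. Complex of MBNL1-His with Biotin-(CUG)12, compounds 92 nM–58 uM, incubated 60 min at room temperature.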
Active calls of the source: *; i = inactive; ? = inconclusive; nt = no result given; & = joins results of further samples; [ ] = another dose, or the depositor's remark. Unless noted, calls come from the whole dose curve; as a rule, active = well fitted curve in the direction sought with a large enough effect; inconclusive = small, poorly fitted or top-dose-only effect, or another doubt; inactive = no such curve, though single readings can be large; an effect the other way counts as inactive or inconclusive. Some of the compounds tested, so the mix of outcomes need not match the whole.

SMILES | Mito fusion yeast | CXXC DNA block | TSG101-PTAP inh | AT treatment | TCR activator | ASM inhibitor | Integrin act MD | TSHR antag | Menin MLL FP TR | MBNL1-CUG inh
Nc1c(C(=O)NCc2ccco2)c2nc3ccccc3nc2n1CCN1CCCCC1 | -22% | ? | -14% | 5% | 0% | nt | -71%[inhibitor] | -4 | ? | 15%
COc1cc(CNC(=O)CCCC/C=C/C(C)C)ccc1O | 0% | nt | 3% | 15% | 3% | 4% | nt | 2 | ? | nt
N#CC1c2ccccc2-n2nncc2CN1S(=O)(=O)c1ccccc1 (centres undefined) | nt | nt | 1% | nt | -1% | -3% | 16% | nt | nt | nt
O=C(N/N=C/c1c(O)n(CCc2ccc(F)cc2)c(=O)[nH]c1=O)c1ccncc1 | -5%[9.22 µM] | 0% | 1% | 0% | 1% | 42% | 43% | 10 | ? | ?
O=C(CSC1c2ccccc2-c2ccccc21)N/N=C/c1ccccc1C(=O)O | -7% | -5% | -1% | -2% | -7% | 3% | 7% | 0 | 13% | -1%
CCOc1ccc(CC2(CCc3ccncc3)C(=O)NC(=O)NC2=O)cc1 | -1% | 3% | -2% | 4%[11.5 µM] | -4% | 10% | 3% | -3 | 0% | -3%
COc1cc([C@@H]2c3cc4c(cc3[C@@H](OC)[C@H]3COC(=O)[C@H]23)OCO4)cc(OC)c1O | ? | 7% | -3% | 48% | 4% | 3% | -5% | 8 | nt | -9%
Nc1ccc2c(c1)oc1ccccc12 | 1% | 2% | 2% | 4% | 1% | -3% | 10% | 45 | ? | -1%
COc1ccc2[nH]cc(CCN)c2c1 | 4%&-2% | -4%&3% | -1% | -4% | 10% | -4% | 23% | -12&-3 | -1%&1%&-11% | 13%
O=c1oc2cccnc2n1CCS(=O)(=O)c1ccc(F)cc1 | 4% | -5% | 0% | -3% | 3% | -5% | -64%[inhibitor] | 0 | nt | -11%
COC(=O)C1=C(c2ccc(C(C)=O)cc2)C[C@@H]2CC[C@H]1N2C(=O)N1CCCCC1 | -3% | nt | -1% | 3% | 5% | 4% | -12% | 41 | nt | nt
CCn1c(O)c(C=NCc2ccccc2)c(=O)[nH]c1=S | -17% | 4% | 4% | -3% | -3% | -1% | -22% | -3 | ? | -2%
CC(C)NC(=O)Cn1cc(C(=O)c2ccccc2)c2ccccc21 | 1% | -4% | -4% | 1% | nt | 5% | 0% | -6 | 13% | -8%
O=c1[nH]c(=S)n(C2CC2)c(O)c1C=NCc1ccc(F)cc1 | 5% | 10% | -2% | 9% | 6% | -4% | 0% | 28 | nt | -9%
CCC(=Nc1ccc(OC)cc1OC)c1c(O)n(C2CCCCC2)c(=O)[nH]c1=O | 19% | -10% | -4% | 4% | -1% | -15% | -15% | 3 | -10% | 17%
CC(C)(C)n1cccc1/C=C1\C(=O)NC(=O)N(c2ccccc2)C1=O | -4% | 2% | 0% | -5% | 11%[46.1 µM] | 2% | 4% | 0 | 18% | -1%
O=C(/C=C/c1ccc(F)cc1)NC(=S)N1C[C@H]2C[C@H](C1)c1cccc(=O)n1C2 | 1% | 24% | -4% | 8% | 2% | -1% | 6% | -5 | -17% | 10%
CCCNC(=O)N1CCC2(CC1)OCCO2 | -3% | 34%[activator] | -4% | -3% | -16% | 6% | 19% | 16 | 9% | -4%
CNC(=S)N1CCN(CCN=Cc2c(O)n(-c3ccc(C)cc3)c(=S)[nH]c2=O)CC1 | 9% | 1% | -3% | -9% | -2% | 2% | -4% | -4 | -12% | -6%
CCCCn1c(N)c(C(=O)OCCOC)c2nc3ccccc3nc21 | -5% | 0% | -2% | 7% | 15% | i | 7% | -6 | nt | 27%
Cc1c2cnn(CC(=O)N3CCC4(CC3)OCCO4)c(=O)c2c(C)n1Cc1ccc(F)cc1 | -5% | -2% | -2% | -3% | -3% | 0% | 16% | -7 | 0% | 1%
CCCCn1c(O)c(C(CC)=NCCCn2ccnc2)c(=O)[nH]c1=O | 2% | 6% | 1% | -7% | -2% | 2% | 42% | -5 | nt | -1%
O=c1[nH]c(O)c(N=Nc2cc([N+](=O)[O-])ccc2O)c(=O)[nH]1 | -4% | 33%[activator] | -2% | 3% | 12% | -11% | -10% | -12 | ? | ?
CN1CCN(c2c(F)cc([N+](=O)[O-])c(N)c2Br)CC1 | 0% | 12% | 1% | -7% | 2% | -17% | 16% | 0 | -15% | ?
CCOc1ccc(-n2c(CC)nc3ccccc3c2=O)cc1 | 5% | -5% | -7% | 4% | 3%[46.1 µM] | 4% | 22% | 9 | -6% | -4%
Cc1cc(N2C(=O)C3CCCN3C2c2sccc2C)no1 (centres undefined) | -3% | -13% | 2% | 1% | -3% | 6% | 12% | 9 | -1% | -1%
CC(=O)O[C@H]1C(=O)[C@@]2(C)C([C@H](OC(=O)c3ccccc3)[C@]3(O)C[C@H](O)C(C)=C1C3(C)C)[C@]1(OC(C)=O)CO[C@@H]1C[C@H]2O (some centres undefined) | -2% | 7% | 1% | -3% | 0% | -3% | -35% | 3 | 19% | 0%
Cc1cc(OCC(=O)NCC(O)c2ccccc2)c2c3c(c(=O)oc2c1)CCCC3 (centres undefined) | -13% | -1% | -2% | -5% | 1% | -2% | -6% | 10 | 0% | 0%
COCCCn1c(N)c(C(=O)NCc2ccco2)c2nc3ccccc3nc21 | 0% | -15% | 0% | 12% | 1% | i | -42% | -1 | nt | ?
CCC(=NC1CC1)c1c(O)n(-c2ccc(OC)cc2)c(=O)[nH]c1=O | 2% | 14% | -10% | -2% | 2% | 4% | -3% | 11 | 6% | -5%
Cc1ccccc1N | -13% | nt | 0% | 8% | -14% | 4% | nt | 1 | nt | nt
O=C1NC(=O)C(=Cc2ccc(-c3ccc(S(=O)(=O)N4CCOCC4)cc3)o2)C(=O)N1 | 0% | -4% | 0% | 4% | 6% | 3% | -9% | -14 | 79%[activator] | 18%
COC(=O)C1=C(c2c(C)noc2C)C[C@@H]2CC[C@H]1N2C(=O)NCC1CC1 | 1% | nt | -8% | ? | 2% | -1% | 18% | 52 | nt | nt
CCOP(=O)(c1ccccc1)C(O)c1ccc([N+](=O)[O-])cc1 (centres undefined) | 3% | 0% | -1% | -34% | nt | 0% | 15% | -1 | 18% | ?
C[N+](C)(C)CC1CCCC(C[N+](C)(C)C)C1=O (centres undefined) | nt | nt | 0% | nt | -7% | 0% | -57%[inhibitor] | nt | nt | nt
COC(=O)C1=C(c2ccc(OC(F)(F)F)cc2)C[C@@H]2CC[C@H]1N2C(=O)N1CCCC1 | 13% | nt | -1% | -2% | -7% | -5% | -3% | -25 | nt | nt
O=c1[nH]c(=O)n(-c2cccc3ccccc23)c(O)c1/C=N/N1CCCCC1c1cccnc1 (centres undefined) | -3% | 49%[activator] | -5% | -4% | 3%[46.1 µM] | 5% | -18% | 5 | 4% | -13%
COc1ccc(N2C(=O)/C(=C/c3cccs3)C(=O)NC2=S)cc1 | 1% | -5% | -2% | -14% | -3% | -3% | -37% | -6 | nt | 2%
COC(=O)C1=C(c2ccccc2OCc2ccccc2)C[C@@H]2CC[C@H]1N2C(=O)NCCN1CCOCC1 | -4% | nt | 0% | 6% | 14% | 3% | -1% | 3 | nt | nt
C[N+]1(C)C2CC[C@H]1CC(OC(=O)C(CO)c1ccccc1)C2 (some centres undefined) | -5% | nt | -1% | -1% | 4% | 12% | nt | -3 | nt | nt
COc1ccc2c3c1O[C@H]1C(=O)CC[C@H]4[C@@H](C2)N(C)CC[C@]314 | nt | 1% | 2% | 8% | 0% | -2% | nt | 0 | -6% | nt
O=C(Nc1ccccc1)c1cc([N+](=O)[O-])ccc1N1CCNCC1 | -1% | -6% | -6% | -3% | nt | -6% | -2% | 3 | -7% | ?
c1ccc(CNC2CN3CCC2CC3)cc1 (centres undefined) | nt | nt | -3% | nt | 1% | 2% | 4% | nt | nt | nt
CN(C)c1ccc(C(=O)c2ccc(N(C)C)cc2)cc1 | -3% | -10% | -6% | 1% | -9% | 20% | -18% | -2 | -5% | ?
c1ccc2c(c1)cc1ccc3cccc4ccc2c1c34 | nt | nt | 0% | nt | -1% | i | -21% | nt | nt | nt
Cc1nn(Cc2ccccc2)c(C)c1C(=O)OCC(=O)Nc1ccccc1SCC#N | 1% | 26% | 0% | 4% | 3% | 1% | -2% | -8 | 1% | -5%
